NCOA2 inhibitor: inhibits human steroid receptor coactivator 2; HEK293 GAL4-SRC2 luciferase reporter, luminescence; inhibition, % at 9 µM; 370,000 compounds, 0.17% hits;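 active means inhibition above the mean inhibition of all tested compounds plus 3 SD, set per campaign, cut at about 52% in these data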;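 further: 0% = DMSO treated cells and 100% = cells given Gossypol at 36 µM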
COUP-TFII inh: NR2F2 (human) inhibition, primary screen; P24468; HEK293T NGFI-A luciferase reporter, luminescence; inhibition, % at 8.6 µM; 370,000 compounds, 0.7% hits; AID 686940;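 active means inhibition above a per-plate cutoff, mean inhibition of test wells between control levels plus 3 SD, cut at about 38% in these data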;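 further: cells cotransfected with COUP-TFII expression vector driving the NGFI-A reporter; 0% = median of COUP-TF2 test wells and 100% = reporter-only cells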
Target sequence (P24468 whole entry, looked up): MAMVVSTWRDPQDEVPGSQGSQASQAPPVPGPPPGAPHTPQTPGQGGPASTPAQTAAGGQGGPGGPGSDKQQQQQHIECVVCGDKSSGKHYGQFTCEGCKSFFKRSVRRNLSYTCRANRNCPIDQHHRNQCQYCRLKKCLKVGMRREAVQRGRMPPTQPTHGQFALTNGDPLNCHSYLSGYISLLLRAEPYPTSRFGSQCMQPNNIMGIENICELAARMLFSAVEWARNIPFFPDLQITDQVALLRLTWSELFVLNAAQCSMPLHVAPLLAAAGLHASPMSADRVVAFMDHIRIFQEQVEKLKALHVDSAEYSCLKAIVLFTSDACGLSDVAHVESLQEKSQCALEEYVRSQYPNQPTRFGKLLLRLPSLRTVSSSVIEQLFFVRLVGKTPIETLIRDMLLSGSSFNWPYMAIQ
* marks the source's active call; other numbers are inactive results. This is a subset; the hit share may differ from the screen's.

`COC(=O)[C@]12C[C@H](CC(=O)N3CCSCC3)C(=O)N(CCC3=CCCCC3)C1=C[C@H](COCc1ccccc1)O[C@@H]2C` gave NCOA2 inhibitor 10.4 and COUP-TFII inh -5.5.
CN(C)[C@@H]1CCN(c2ccc3c(c2)O[C@H]2CCN(C2)S3(=O)=O)C1 was read as NCOA2 inhibitor -6.9 and COUP-TFII inh -8.8.
COC(=O)c1cc2c(c3c4cc(F)ccc4n(S(=O)(=O)c4cccc(C)c4)c13)C(=O)N(Cc1ccc(N(C)C)cc1)C2 was read as NCOA2 inhibitor -7.3 and COUP-TFII inh 9.7.
Screening CC(=O)c1ccc(S(=O)(=O)NCC2CCN(C(=O)C(=O)c3cc4ccccc4o3)CC2)cc1 returned NCOA2 inhibitor 18.0 and COUP-TFII inh -16.3.
Screening C/C(=N\NC(=O)CSc1nnc(-c2ccccc2)n1-c1ccc(C)cc1)c1ccc(-c2ccccc2)cc1 returned NCOA2 inhibitor 2.0 and COUP-TFII inh -16.8.
COC(=O)c1cc(-c2c(C)noc2C)c(=O)n2c1CCC2 was read as NCOA2 inhibitor 8.7 and COUP-TFII inh -5.9.
Nc1[nH]c(C(=O)c2ccccc2)c(-c2cccc3ccccc23)c1C(=O)c1cccs1 was read as NCOA2 inhibitor 8.1 and COUP-TFII inh -11.1.
`COc1ccc(C=Nn2c(-c3ccccc3F)n[nH]c2=S)cc1OCc1ccccc1` gave NCOA2 inhibitor -12.0 and COUP-TFII inh -63.7.
Screening Clc1ccc(-n2c(SCc3cccc4ccccc34)nnc2-c2cccnc2)cc1 returned NCOA2 inhibitor 11.4 and COUP-TFII inh 18.4.
Screening COc1ccc(COCCN2CCN(S(=O)(=O)c3ccc(C)cc3)CCC2=O)cc1 returned NCOA2 inhibitor 9.0 and COUP-TFII inh -2.4.
`COc1ccc(-c2cc(C(F)(F)F)nc(SCCC(=O)NCc3ccco3)n2)cc1` gave NCOA2 inhibitor 4.8 and COUP-TFII inh 6.1.
COC(=O)C[C@@H]1CC[C@H]2[C@@H](COc3ccc(NC(=O)Nc4cccc(F)c4)cc3C(=O)N2C)O1 was read as NCOA2 inhibitor 13.8 and COUP-TFII inh 9.3.
CCC[C@H](/C=C/C(=O)OC(C)(C)C)Sc1ccc(OC)cc1 was read as NCOA2 inhibitor -26.1 and COUP-TFII inh -19.1.
Screening O=C(NC1CCCCN(Cc2ccc(Cl)cc2)C1=O)c1cccc(C(F)(F)F)c1 (stereo not drawn) returned NCOA2 inhibitor 19.4 and COUP-TFII inh 7.5.
For O=C(OCc1cn(Cc2ccc(C(F)(F)F)cc2)nn1)N1CCOCC1 the results were NCOA2 inhibitor 6.6 and COUP-TFII inh -7.8.
`COc1cccc2oc3cc(C#Cc4ccccn4)ccc3c(=O)c12` gave NCOA2 inhibitor -66.5 and COUP-TFII inh -40.3.
`O=C(NCCc1ccccc1)c1ccccc1NC(=O)C1CCCCC1C(=O)O` (stereo not drawn) gave NCOA2 inhibitor -45.7 and COUP-TFII inh -66.5.
`O=C1c2[nH]nc(-c3ccccc3)c2C(c2ccc(F)cc2)N1Cc1ccccc1` (stereo not drawn) gave NCOA2 inhibitor 16.3 and COUP-TFII inh -6.4.
Screening Cc1ccc(OC[C@@H](O)CN2CCC(C(O)(c3ccccc3)c3ccccc3)CC2)cc1 returned NCOA2 inhibitor 0.2 and COUP-TFII inh -3.8.
For O=C1CC2c3cc(Br)ccc3CCN2C(=O)CN1Cc1ccccc1 (stereo not drawn) the results were NCOA2 inhibitor -11.1 and COUP-TFII inh 16.1.

5 compounds picked at random from those above:
Screening O=C(NC1CCCCN(Cc2ccc(Cl)cc2)C1=O)c1cccc(C(F)(F)F)c1 (stereo not drawn) returned NCOA2 inhibitor 19.4 and COUP-TFII inh 7.5.
COC(=O)c1cc2c(c3c4cc(F)ccc4n(S(=O)(=O)c4cccc(C)c4)c13)C(=O)N(Cc1ccc(N(C)C)cc1)C2 was read as NCOA2 inhibitor -7.3 and COUP-TFII inh 9.7.
Screening C/C(=N\NC(=O)CSc1nnc(-c2ccccc2)n1-c1ccc(C)cc1)c1ccc(-c2ccccc2)cc1 returned NCOA2 inhibitor 2.0 and COUP-TFII inh -16.8.
Screening Cc1ccc(OC[C@@H](O)CN2CCC(C(O)(c3ccccc3)c3ccccc3)CC2)cc1 returned NCOA2 inhibitor 0.2 and COUP-TFII inh -3.8.
COC(=O)c1cc(-c2c(C)noc2C)c(=O)n2c1CCC2 was read as NCOA2 inhibitor 8.7 and COUP-TFII inh -5.9.

Next section
`C#CCN(Cc1ccco1)C(=O)c1nnc2c3cc(OC)ccc3n(S(=O)(=O)c3ccc(OC)cc3)c2n1` gave NCOA2 inhibitor -11.5 and COUP-TFII inh 9.0.
`COC(=O)c1cc2c(c3c4cc(C)ccc4n(S(=O)(=O)c4ccccc4)c13)C(=O)N(Cc1ccc(C(F)(F)F)cc1)C2` gave NCOA2 inhibitor 3.1 and COUP-TFII inh -10.3.
C(=N\Nc1nncc2ccccc12)/c1cccnc1 was read as NCOA2 inhibitor -20.0 and COUP-TFII inh 3.9.
COC(=O)C(CN)CN1C(=O)c2ccccc2C1=O (stereo not drawn) was read as NCOA2 inhibitor -21.7 and COUP-TFII inh 9.3.
For COc1ccc(Cl)cc1S(=O)(=O)N1CCN(C(=O)CSc2nc3ccccc3nc2N2CCCC2)CC1 the results were NCOA2 inhibitor -2.9 and COUP-TFII inh 1.3.
`C[C@@H]1CN([C@@H](C)CO)C(=O)CCCn2cc(nn2)CO[C@H]1CN(C)C(=O)Nc1ccc(C(F)(F)F)cc1` gave NCOA2 inhibitor 2.1 and COUP-TFII inh 1.0.
For COC(=O)[C@]12C[C@H](CC(=O)NCC3CCCCC3)C(=O)N(Cc3ccc(Cl)cc3Cl)C1=C[C@H](C1CCCC1)O[C@@H]2C the results were NCOA2 inhibitor 16.6 and COUP-TFII inh 10.6.
S=c1[nH]nc(-c2cc(-c3ccccc3)n[nH]2)n1N=Cc1cccc(Oc2ccccc2)c1 was read as NCOA2 inhibitor -18.7 and COUP-TFII inh 0.1.
Cc1ccc2nc3n(c(=O)c2c1)-c1ccc(Cl)cc1C(=O)NC3Cc1ccccc1 (stereo not drawn) was read as NCOA2 inhibitor 10.7 and COUP-TFII inh 8.0.
`COC(=O)[C@H](C(C)C)N1Cc2nnn(Cc3ccccc3)c2C=CS1(=O)=O` gave NCOA2 inhibitor 20.3 and COUP-TFII inh 6.8.
C[C@H](O)[C@@H]1CN2CCc3ccc(N4CCOCC4)cc3[C@@H]2C[C@@H]1N(C)CC1CCCCC1 was read as NCOA2 inhibitor 17.9 and COUP-TFII inh -13.1.
For O=C(OC12CCCN(C1)/C(=C/c1ccncc1)C2)c1ccc(Cl)cc1 (stereo not drawn) the results were NCOA2 inhibitor 34.5 and COUP-TFII inh 33.9.
`CCCn1c(NC(=O)c2ccccc2)nc(Cc2ccccc2)c1Cc1ccccc1` gave NCOA2 inhibitor 7.9 and COUP-TFII inh -4.3.
Screening CC(/C=N\NC(=O)CSc1nnc(-c2ccc(Br)cc2)n1-c1ccccc1)=C\c1ccco1 returned NCOA2 inhibitor -24.8 and COUP-TFII inh 18.5.
`CCCCCCN(C(=O)CCCCCN1C(=O)NC(c2ccc(-c3ccccc3)cc2)C(C(=O)OCc2ccccc2)=C1C)C(C(=O)NCCCC)c1cccc(C(=O)OC)c1` (stereo not drawn) gave NCOA2 inhibitor -28.5 and COUP-TFII inh 10.0.
CCOC(=O)CC[C@H]1CC[C@]2(CCCN(C(=O)c3cccnc3)C2)O1 was read as NCOA2 inhibitor 0.3 and COUP-TFII inh -24.4.
For COc1ccc(NC(=O)CSc2nnc(-c3n[nH]c4c3CCC4)n2N)cc1 the results were NCOA2 inhibitor 11.9 and COUP-TFII inh -3.4.
For CCOC(=O)[C@]12CCCC3=C1N(CCC3)C(=O)[C@@H](CC(=O)N1CCSCC1)C2 the results were NCOA2 inhibitor 12.6 and COUP-TFII inh -5.7.
Cc1cc(C)cc(NC(=O)OC2CCC23CCCCC3)c1 (stereo not drawn) was read as NCOA2 inhibitor -13.2 and COUP-TFII inh 19.1.
COCCCNC(=O)C[C@H]1C[C@@]2(C(=O)OC)C(=C[C@H](COCc3ccccc3)O[C@@H]2C)N(CCc2ccc(OC)c(OC)c2)C1=O was read as NCOA2 inhibitor 19.9 and COUP-TFII inh 2.0.
Screening O=[N+]([O-])c1cccc(OC[C@@H](O)CN2CCC(C(O)(c3ccccc3)c3ccccc3)CC2)c1 returned NCOA2 inhibitor 19.2 and COUP-TFII inh -19.0.
`CCOC(=O)[C@@]12CCC3=C1N(CCC3)C(=O)[C@H](CC(=O)N1CCN(C(=O)C3CC3)CC1)C2` gave NCOA2 inhibitor 13.2 and COUP-TFII inh -13.2.
`CCOC(=O)[C@@]12CN(C(=O)OC(C)(C)C)CC=C1N(Cc1ccc(OC)cc1)C(=O)[C@H]2CC(=O)NCC12CC3CC(CC(C3)C1)C2` gave NCOA2 inhibitor 1.2 and COUP-TFII inh 9.8.
O=C(CSc1nnc(-c2cccnc2)n1Cc1ccco1)Nc1ccc(Cl)c(Cl)c1 was read as NCOA2 inhibitor -2.9 and COUP-TFII inh 25.8.
`c1coc(-c2nnc3n2N=C(c2ccc4ccccc4c2)CS3)c1` gave NCOA2 inhibitor -8.3 and COUP-TFII inh -3.6.
`FC(F)(F)c1ccc(Cn2ccc3ccc(-c4ccc5ccn(Cc6ccc(C(F)(F)F)cc6)c5c4)cc32)cc1` gave NCOA2 inhibitor 5.3 and COUP-TFII inh 6.0.
`O[C@@H](Cc1ccccc1)[C@@H](/C=C/c1ccccc1)NCCc1ccccc1` gave NCOA2 inhibitor -23.0 and COUP-TFII inh -9.3.
CN1CCCCC(NC(=O)c2ccc(F)cc2)C1=O (stereo not drawn) was read as NCOA2 inhibitor 10.6 and COUP-TFII inh 6.5.
CCOC(=O)[C@]12CCCC=C1N(Cc1ccc(OC)cc1)C(=O)[C@@H]2CC(=O)N1CCSCC1 was read as NCOA2 inhibitor 8.1 and COUP-TFII inh 5.7.
For COc1ccc(/C=C/S(=O)(=O)NC2CCCC2)c(CNC(=O)OC(C)(C)C)c1 the results were NCOA2 inhibitor -3.7 and COUP-TFII inh 3.5.
For COC(=O)C1CN(Cc2ccccc2)CCS(=O)(=O)N1Cc1cn(Cc2ccccc2Br)nn1 (stereo not drawn) the results were NCOA2 inhibitor -15.5 and COUP-TFII inh 10.3.
CCOc1ccc(-n2c(SCC(=O)Nc3ccccc3-c3ccccc3)nnc2-c2ccncc2)cc1 was read as NCOA2 inhibitor -1.1 and COUP-TFII inh 7.2.
`NC(=O)c1c(N)[nH]c(C(=O)c2ccccc2)c1-c1ccc2c(c1)OCO2` gave NCOA2 inhibitor -35.3 and COUP-TFII inh -16.4.
`C(=C\c1ccccc1)/CSc1nnc(COc2ccccc2)n1Cc1ccco1` gave NCOA2 inhibitor -1.6 and COUP-TFII inh 8.1.
`CCCCCCCCN1C(=O)[C@@H](CC(=O)N2CCCC2)C[C@@]2(C(=O)OC)C1=C[C@H](C1CCCC1)O[C@@H]2C` gave NCOA2 inhibitor -1.2 and COUP-TFII inh 4.4.
Cc1csc(NC(=O)c2ccc(COc3ccccc3F)o2)n1 was read as NCOA2 inhibitor -17.8 and COUP-TFII inh -11.0.
For CCOc1ccc2[nH]c3c(N4CCC5(CC4)OCCO5)ncnc3c2c1 the results were NCOA2 inhibitor -6.0 and COUP-TFII inh -2.5.
C#CCNC(=O)C[C@H]1C[C@@]2(C(=O)OC)C(=C[C@H](C3CCCC3)O[C@@H]2C)N(Cc2ccc(Cl)cc2Cl)C1=O was read as NCOA2 inhibitor -6.5 and COUP-TFII inh 10.9.
CC1(C)CC(=O)N(CC(=O)N2CCN(c3ccc(F)cc3)CC2)c2ccccc2S1(=O)=O was read as NCOA2 inhibitor -2.8 and COUP-TFII inh -4.5.
Screening CCCCCCCN(c1ccccc1)C1C[C@H]2CCCC(=O)N3CC[C@@H](C1)[C@@H]23 (stereo partly drawn) returned NCOA2 inhibitor -13.1 and COUP-TFII inh 11.2.
Screening CCCCCn1nnnc1C1c2ccccc2OCC(=O)N1Cc1ccco1 (stereo not drawn) returned NCOA2 inhibitor 17.0 and COUP-TFII inh 13.1.
For CCCCCCCCN1C(=O)[C@@H](CC(=O)NCCc2ccccc2OC)C[C@@]2(C(=O)OC)C1=C[C@H](C1CCCC1)O[C@@H]2C the results were NCOA2 inhibitor 3.9 and COUP-TFII inh -0.3.
C#CCCCN([C@@H](CC(C)C)C(=O)OC)S(=O)(=O)c1ccc(F)cc1Br was read as NCOA2 inhibitor 4.2 and COUP-TFII inh 3.5.
For Cc1cccc(NC(=O)CSc2nnc(NC(=O)c3ccc(S(=O)(=O)N4CCOCC4)cc3)s2)c1C the results were NCOA2 inhibitor 7.1 and COUP-TFII inh 10.2.
Screening C#CCOCCOCCOCCNc1nc(N2CCN(C(=O)C([C@@H](C)CC)n3cc(C(N)COC(=O)C(F)(F)F)nn3)CC2)nc(N2CCN(C(=O)[C@H](Cc3ccc(O)cc3)n3cc(C(N)[C@H](C)CC)nn3)CC2)n1 (stereo partly drawn) returned NCOA2 inhibitor 16.4 and COUP-TFII inh -2.8.
`Nc1ccn([C@@H]2O[C@H](C(=O)N3CCN(CCO)CC3)[C@@H](O)[C@H]2O)c(=O)n1` gave NCOA2 inhibitor -22.2 and COUP-TFII inh -13.8.
Nn1c(SCC(=O)Nc2cccc3ccccc23)nnc1-c1cc(-c2ccccc2)n[nH]1 was read as NCOA2 inhibitor 3.7 and COUP-TFII inh -18.1.
O=S1(=O)c2ccc(Br)cc2OC[C@H](Cc2ccccc2)N1Cc1cn(Cc2ccc(F)cc2)nn1 was read as NCOA2 inhibitor -4.7 and COUP-TFII inh -0.8.
Cc1cccc(-c2nnc(SCC(=O)Nc3ccc(-c4nc5ccc(C)cc5s4)cc3)n2Cc2ccco2)c1 was read as NCOA2 inhibitor 8.8 and COUP-TFII inh -24.9.
`Cc1ccc(S(=O)(=O)N(C)[C@H]2C[C@H]3c4cc(-c5ccccc5C)ccc4CCN3C[C@H]2[C@H](C)O)cc1` gave NCOA2 inhibitor -1.0 and COUP-TFII inh 2.5.
